Screens as filed in PubChem BioAssay.
Dynein cargo inh = blocks dynein driven cargo transport along microtubules; z-score, hits read low; 3617.4 mouse cells, GR-EGFP nuclear translocation imaging; test concentration mostly 20 µM; stimulated with dexamethasone, 1 µM; active compounds read low; AID 1381; hit rate 0.47% among 220,000;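 active means plate z-score of nuclear minus cytoplasmic receptor signal below a set negative limit, without overly bright fluorescence or cell loss, cut at about -3.5 in these data, passing the limit was not always enough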;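 further: z-score of nuclear minus cytoplasmic ring GR-EGFP intensity difference per well; some compounds called inactive have numbers as strong as hits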
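Buffer or medium: tet-free medium with charcoal-stripped serum / Also added: dexamethasone agonist, 1.0 µM final, for 30 min / Timing: induction 48 h, compound 1 h, agonist 30 min / Measured by: high-content fluorescence imaging after fixation / Read-out: nuclear-to-cytoplasmic GR-EGFP distribution per well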
M1AAP inhibition = P. falciparum M1AAP inhibitors, biochemical, fluorogenic H-Leu-NHMec substrate, 1536-well (AID 1445) | hit rate 0.42% among 220,000 | inhibition, % at 30 µM; hits with a dose series show IC50 in µM | recombinant M1AAP, H-Leu-NHMec fluorogenic kinetic assay; higher % means a stronger effect;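 active means primary inhibition above the hit cutoff, then over 50% inhibition at one or more dose response concentrations, cut at about 23% in these data, passing the limit was not always enough; inconclusive means conflicting primary data, or primary hits not chosen for dose response; inactive means low primary inhibition, or under 50% at every dose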;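 further: plate controls were DMSO full reaction for no effect and no enzyme background for full effect; strong numbers were not always called active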
Ins promoter up = MIN6 insulin promoter up-regulation; z-score at 5 µM; MIN6 insulin promoter-GFP reporter, high-content imaging; active compounds read high; hit rate 0.3% among 190,000;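 active means z-score above 3 at 5 µM with at least 500 cells counted in the well; inconclusive means wells under 500 cells, flagged as cytotoxic or low count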
M17LAP inhibition = P. falciparum M17LAP inhibitors, primary screen, biochemical, fluorogenic H-Leu-NHMec substrate, 1536-well (AID 1619) | recombinant M17LAP, H-Leu-NHMec fluorogenic kinetic assay; higher % means a stronger effect | inhibition, % at 30 µM; hits with a dose series show IC50 in µM | hit rate 0.38% among 220,000;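 active means compound inhibiting the enzyme by more than half at any dose during confirmatory dose-response retesting; inconclusive means strong single-dose inhibitors picked by rank but not retested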;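 further: plate controls were full reaction with DMSO carrier for no effect and no enzyme background for full effect; strong numbers were not always called active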
K1F lysis inhibition = protection from phage-mediated lysis, alamar blue read-out – E. coli UTI89, K1F phage, bacterial capsule biogenesis inhibitors (AID 488966); E. coli UTI89 K1F phage lysis, alamar blue, 2 h; higher % means a stronger effect; inhibition, % at 100 µM; hits with a dose series show IC50 in µM; hit rate 0.02% among 340,000;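 active means phage lysis inhibition, versus mean bacterial control, above a set limit; inconclusive means no clear call, values can overlap the other calls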;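 further: capsule biogenesis inhibitors block K1F phage lysis so surviving cells raise fluorescence; higher fluorescence means more inhibition of phage lysis; actives were called in the ten point dose series up to 300 µM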
MT stabilize HCS = stabilizes microtubules in HeLa cells | HeLa tubulin immunostaining HCS, 24 h; share of cells brighter than vehicle mean+2SD | % tubulin-high responders, % at 10 µM | hit rate 0.83% among 200,000 | AID 2205;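 active means plate Z-score above 3 for both tubulin-high and condensed-nucleus cell shares, with cell loss under 80%, at 10 µM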;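 further: anti alpha tubulin signal scored within the nucleus-defined area of each cell; some results filed as inactive read as strong as hits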
ER stress rescue = rescue of cells from ER stress-induced death, primary screen, 384-well, CSM14.1, thapsigargin, ATP luminescence (AID 1222). CSM14.1 thapsigargin-induced death rescue, ATP luminescence; higher % means a stronger effect. 190,000 tested, under 10 active. cellular ATP content (survival), % at 20 µM, or EC50 in µM where a hit was titrated;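 active means EC50 below 50 µM in the dose-response confirmation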;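 further: death triggered by thapsigargin at about 15 µM added after 2 h compound pretreatment; cell ATP read after overnight thapsigargin exposure of roughly 18 to 22 hours; normalized against plate controls of thapsigargin alone and 5% DMSO vehicle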
Autophagy HCS = modulators of autophagy; MEF GFP-LC3 puncta imaging; test concentration mostly 10 µM; calls only at 10 µM (by protocol); hit rate 0.98% among 190,000; AID 463193;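 active means percentage of spot-positive cells more than 3 SD above its plate mean, without a fluorescence outlier flag or 80% toxicity; inconclusive means no clear call, values can overlap the other calls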;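 further: spot-positive cell cutoff set from DMSO-treated cells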
b-catenin transl = alters nuclear translocation of beta-catenin in HeLa cells. immunofluorescence imaging. nuclear translocation activity, % at 5 µM. hit rate 0.3% among 190,000. AID 1665;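 active means nuclear translocation activity above 50% at 5 µM, with a well cell count of 50 or more; inconclusive means wells under 50 cells across six images, flagged as toxic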;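 further: per-cell ratio of nuclear to cytoplasmic median beta-catenin stain intensity; plate controls were DMSO negative control for no effect and GSK-3 inhibitor IX positive control for full effect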
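System: Human HeLa cells, endogenous beta-catenin | Compound dosing: 5 µM primary, 0.02–20 µM confirmation | Timing: 24 h compound exposure at 37°C, 5% CO2 | Measured by: Fluorescence imaging of beta-catenin antibody stain plus DAPI | Read-out basis: % activation of per-cell nuclear versus cytoplasmic median beta-catenin signal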
Dynein cargo inh cytoplasmic EGFP = also measured in Dynein cargo inh; calls as there; z-score; measured here: cytoplasmic GR-EGFP intensity; active compounds read high
Dynein cargo inh nuclear GR-EGFP = further read-out of Dynein cargo inh, marked with its call; z-score; measured here: nuclear GR-EGFP intensity;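 lower value marks the stronger effect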
Dynein cargo inh cell count = also measured in Dynein cargo inh; calls as there; z-score; measured here: cell count per field
Ins promoter up cell count = recorded beside Ins promoter up, whose call it bears; cell count; measured here: cytotoxicity, nuclei count;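 total cells summed across four imaged fields per well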
b-catenin transl cell count 5 µM = further read-out of b-catenin transl, marked with its call; cell count; measured here: cell count, cytotoxicity flag
MT stabilize HCS Hoechst-high % = further read-out of MT stabilize HCS, marked with its call; % Hoechst-high responders; measured here: nuclear condensation Hoechst responders;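 share of cells brighter than vehicle mean plus two SD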
MT stabilize HCS cytotoxicity % = recorded beside MT stabilize HCS, whose call it bears; toxicity, %; measured here: cytotoxicity by cell density;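 0% = mean cell density of plate MIN control wells and 100% = no cells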
Autophagy HCS cell loss 18 h = recorded beside Autophagy HCS, whose call it bears; toxicity, %; measured here: cell loss, nuclei count;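 cell loss after 18 h compound exposure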
An asterisk follows results filed as active; i = inactive; u = inconclusive; x = no result given; + = active, no number; [ ] = remark or other dose. Rows were taken by chance (roughly 2.9% active in at least one column).

smiles	Dynein cargo inh	Dynein cargo inh cytoplasmic EGFP	Dynein cargo inh nuclear GR-EGFP	Dynein cargo inh cell count	M1AAP inhibition	Ins promoter up	Ins promoter up cell count	M17LAP inhibition	K1F lysis inhibition	MT stabilize HCS	MT stabilize HCS Hoechst-high %	MT stabilize HCS cytotoxicity %	ER stress rescue	Autophagy HCS	Autophagy HCS cell loss 18 h	b-catenin transl	b-catenin transl cell count 5 µM
CCOC(=O)Cn1cc(/C=N/NC(=O)c2cc3ccccc3o2)c2ccccc21	-0.292	-0.841	-0.441	1.59	8.5%	x	x	-1.0%	0.6%	x	x	x	x	x	x	-0.6	1381
CC(=O)Oc1ccc(C(=O)[C@H]2[C@H]3C(=O)N(c4ccc(C)cc4C)C(=O)[C@H]3[C@@H]3C=CC=NN32)cc1	-0.282	-0.22	-0.457	-0.0685	2.5%	0.38	1169	-2.1%	-1.4%	x	x	x	x	x	x	-0.4	1351
C=CCN(CC=C)C(=O)C(=O)c1ccn(-c2c(C)csc2C(=O)OC)c1	-0.478	-0.295	-0.0994	1.01	-3.5%	0.08	1390	-0.7%	-1.4%	2.2	2.0	3.5	0.9%	i	2.2	-1.6	1418
CN(NC(=O)COc1ccccc1)c1ccccc1	-0.592	-0.235	-0.308	0.476	3.0%	-0.49	1440	7.2%	1.9%[50 µM]	3.3	3.3	8.3	-0.7%	i	-2.7	1.7	1052
CCOC(=O)/C(=C/c1c(C)n(C)c2ccc([N+](=O)[O-])cc12)C(C)=O	-3.29	1.38	-2.04	0.77	10.5%	0.43	1218	5.8%	0.4%	3.4	2.5	5.6	-0.3%	i	-5.2	-0.5	563
Nc1[nH]ncc1N=Nc1ccc(Cl)cc1	-0.305	-0.28	-0.142	0.579	12.6%	x	x	42.2%	-0.4%	2.4	1.6	6.6	-1.3%	i	-4.8	x	x
Cc1ccccc1C(=O)Nc1ccccc1C(=O)N/N=C\c1ccco1	0.377	-0.206	0.517	-0.149	20.3%	-0.11	1489	2.5%	-1.0%	2.2	1.2	6.0	-1.9%	i	-19.4	2.0	1421
CCOC(=O)C1(CCOc2ccccc2)CCN(Cc2cnc(SC)nc2)CC1	-0.889	-0.227	-0.357	0.834	-2.0%	0.83	1608	5.3%	3.5%	3.7	1.1	6.7	5.2%	i	-8.6	0.9	1450
COc1ccc(CCNC(=O)CC2SC(=NCCc3ccccc3)NC2=O)cc1OC (stereo unspecified)	0.175	-0.247	-0.05	-0.294	-4.0%	0.73	1368	16.2%	-0.1%	1.6	4.1	7.8	-0.3%	i	16.8	-0.2	523
CCOc1cc(C)nc(N2CCN(C3CCCCC3)CC2)n1	-0.185	-0.177	-0.267	0.946	5.2%	0.16	1314	-0.7%	2.4%	1.5	1.3	6.9	-3.5%	i	3.0	-2.3	1223
O=C(COC(=O)/C=C/c1ccc(OC(F)F)cc1)NCCN1C(=O)CSC1=O	0.154	-0.266	0.506	0.634	1.2%	-0.53	1173	-8.2%	0.3%	3.5	1.9	18.1	-0.8%	i	13.2	-2.0	1058
Cc1nn2cc(-c3cccc(Cl)c3)cnc2c1Cl	-0.424	-0.263	0.073	0.0698	1.0%	-1	908	2.1%	-0.3%	19.5*	27.2*	34.4*	-0.6%	i	9.2	69.5*	416*
CC(=O)c1ccc(N2CCN(C(=O)c3ccc4ccccc4n3)CC2)cc1	0.212	-0.363	0.409	0.0698	8.6%	-0.44	1177	6.8%	0.1%	5.2	2.5	8.4	2.0%	i	16.4	-2.8	1164
Cc1cc(C(=O)NC2CC2)c2ccccc2n1	0.513	-0.189	-0.0811	0.849	-2.6%	0.09	1235	-2.9%	0.4%	3.6	1.9	0.6	x	i	-1.9	0.7	1058
COc1ccc(S(=O)(=O)N(C)CC(=O)NCc2cccnc2)cc1	0.523	-0.201	0.369	0.646	1.0%	0.35	1276	-1.2%	-0.9%	3.7	2.2	3.9	-1.1%	i	0.9	-0.6	1133
O=C(O)Cc1ccc(N=Cc2c(O)ccc3ccccc23)cc1	-0.335	-0.275	-0.223	1.68	11.8%	0.29	1199	43.5%	3.4%[50 µM]	1.3	2.3	12.0	0.9%	i	14.2	3.7	518
CN1CCC/C1=C1/C(=O)N(c2ccccc2)N=C1NC(=O)Nc1cccc(Cl)c1	-0.844	-0.121	-0.101	0.525	2.4%	0.07	1110	-1.7%	-1.8%	4.8	2.6	8.9	-1.7%	i	-0.8	0.3	1085
COc1ccc(Cc2nnc(SCC(=O)N3CCN(c4ccccc4)CC3)o2)cc1	-0.225	-0.259	-0.75	0.684	3.9%	-0.41	1331	6.8%	1.1%	3.9	2.3	4.9	-2.8%	i	-6.8	-1.6	1106
COc1ccc(OC(C)C(=O)N2CCN(c3ccccn3)CC2)cc1 (stereo unspecified)	-0.62	-0.224	-0.327	-0.0224	0.1%	-0.38	1296	-3.4%	2.8%	2.8	2.2	4.4	2.1%	i	-2.5	-0.5	1059
Cc1cc(-c2ccc(Br)cc2)n[nH]1	-0.108	-0.291	0.0802	0.197	10.0%	0.65	1623	2.6%	0.4%	2.2	1.8	13.0	-0.9%	i	0.1	-1.9	988
COC(=O)c1ccc(OC(=O)CS(=O)c2ccccc2[N+](=O)[O-])cc1 (stereo unspecified)	0.247	-0.278	0.23	0.212	-5.9%	1.21	1406	-8.5%	-2.9%	2.6	1.4	5.1	-0.1%	i	24.5	-2.6	1236
CC1=C(C(=O)N2CCOCC2)C(c2ccccc2F)C2=C(CC(C)(C)CC2=O)N1 (stereo unspecified)	-0.0689	-0.162	-0.00429	0.199	21.2%	-0.38	1485	-160.9%	0.2%	3.4	1.6	4.9	-0.3%	i	4.4	x	x
COc1ccc(OC)c(NC(=O)Cn2cnc3c(cnn3-c3ccccc3)c2=O)c1	-1.23	-0.156	-0.449	0.791	3.0%	-0.73	1100	-2.1%	-1.0%	2.7	1.3	5.4	-0.5%	i	6.5	-0.7	1145
CCOC(=O)c1sc(N)nc1C(C)(C)C	1.66	-0.177	1.34	-0.424	11.9%	1	1547	-6.3%	0.3%	2.5	1.4	6.4	-0.1%	i	17.1	-0.9	1380
CCCNC(=O)c1cn(CC)c2cc(N3CCN(C)CC3)c(F)cc2c1=O	1.18	-0.31	0.682	0.366	3.9%	x	x	-4.3%	0.5%	1.7	1.6	4.8	-2.0%	i	-5.8	-10.5	1118
Cn1c(SCC(=O)N2CCCc3ccccc32)nc2ccccc2c1=O	0.0816	-0.281	-0.144	0.528	u	u	x	12.3%	0.0%	2.7	2.6	8.1	-1.9%	+	28.2*	-1.8	1257
Cn1c(SCc2ccc(C#N)cc2)nnc1-c1ccccc1	0.495	-0.232	0.217	-0.189	-1.8%	1.46	1414	1.4%	1.4%	2.5	1.8	5.1	-1.4%	i	16.8	-1.0	915
CC(=O)Cn1c(N2CCC(Cc3ccccc3)CC2)nc2c1c(=O)[nH]c(=O)n2C	1.68	0.0566	1.41	-0.886	0.5%	-0.32	1176	11.3%	0.4%	2.4	4.1	10.0	-1.8%	i	4.1	0.9	1212
Cc1cc(C(=O)CSc2nnc(-c3cccnc3)n2-c2ccccc2)c(C)n1CC1CCCO1 (stereo unspecified)	0.407	-0.354	0.226	0.0339	7.4%	-1.06	917	22.7%	0.5%	2.2	1.6	9.4	-1.7%	i	14.1	-0.8	1045
O=C(Nc1cccnc1)c1ccc(Br)s1	-1.16	-0.249	-1.16	0.0577	3.5%	1.52	1160	-2.5%	-5.9%	2.6	1.2	2.3	-1.5%	i	3.4	-1.8	1183
Cc1ccc(OCc2csc(N)n2)cc1	0.128	-0.276	0.911	-1.56	-5.2%	-0.36	1230	-5.8%	0.2%	1.5	1.0	1.6	-1.6%	i	3.0	0.3	1054
Cn1c(CCN2CCCCC2)nc2cc(NC(=O)Nc3ccccc3)ccc21	-0.699	-0.166	-0.386	1.35	-1.6%	0.12	1329	10.0%	0.3%	3.0	1.7	5.4	-0.2%	i	-6.8	-0.1	1158
COCCCNCCCCOc1ccccc1-c1ccccc1	-0.0984	-0.27	0.075	0.683	1.4%	-0.65	1362	2.1%	1.3%[50 µM]	3.4	2.7	0.3	6.0%	i	5.7	-1.6	600
Cc1cc(C)c2[nH]c(=O)c(CN(C(=O)C3CCCO3)C3CCCC3)cc2c1 (stereo unspecified)	-0.0173	-0.075	0.0402	0.0315	-1.3%	x	x	17.7%	x	2.2	1.6	11.6	1.1%	i	-3.5	-0.9	1096
NC1=NC[C@@H](Cc2ccc(O)cc2)N1CC1CCCCC1	-0.0982	-0.792	0.0506	-0.0575	0.9%	-0.95	1060	2.3%	0.1%	x	x	x	x	x	x	1.0	1309
